Compound activity as filed in PubChem.
PPC-1+TRAIL kill = PPC-1 cancer cell killing with TRAIL present | PPC-1 cells + TRAIL, ATPLite viability luminescence | cell killing (% activity), % at 4 µM | 220,000 tested, 0.41% active | AID 1443;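 active = cell killing above 50% in the first pass at 4 µM, then a duplicate retest at 5 µM averaging 50% or more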;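 note: plate controls were cells with TRAIL plus DMSO for no effect and medium-only wells lacking cells for full effect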
TRPML3 ag = human mucolipin-3 channel agonism; Q8TDD5; activation, % at 3 µM; 220,000 tested, 0.29% active; AID 1448; HEK293 TRPML3-YFP, Fluo-8 calcium fluorescence; 100% = the carbachol control signal;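 active = activation above its plate's cutoff, the mean activation of the plate's test wells plus 3 SD, cut at about 12% in these data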;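 note: 0% = DMSO only wells and 100% = carbachol wells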
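Test system: TRPML3-YFP stable HEK293 cells. Doses: single point at 3 µM. Incubation: dye loading 1 h 37 °C then 30 min ambient, 125 s read. Signal: Fluo-8 calcium dye fluorescence, ex 470-495, em 515-575 nm. Measure: percent activation from peak-to-basal fluorescence ratio, scaled between DMSO and carbachol.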
EP2 mod = modulators of human EP2 prostaglandin E2 receptor; induction, % at 25 µM; 260,000 tested, 0.83% active; P43116; EP2-expressing cells, cAMP HTRF FRET, PGE2 co-stimulation; AID 940;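 active = compounds whose cAMP rise, as percent of the full-agonist control response, exceeds 60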;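 note: rat C6 glioma line stably carrying human EP2 under a CMV promoter; the protocol text gives 20 µM as final concentration; 100% = response of wells given 1 µM PGE2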
Target sequence (P43116 whole entry, looked up): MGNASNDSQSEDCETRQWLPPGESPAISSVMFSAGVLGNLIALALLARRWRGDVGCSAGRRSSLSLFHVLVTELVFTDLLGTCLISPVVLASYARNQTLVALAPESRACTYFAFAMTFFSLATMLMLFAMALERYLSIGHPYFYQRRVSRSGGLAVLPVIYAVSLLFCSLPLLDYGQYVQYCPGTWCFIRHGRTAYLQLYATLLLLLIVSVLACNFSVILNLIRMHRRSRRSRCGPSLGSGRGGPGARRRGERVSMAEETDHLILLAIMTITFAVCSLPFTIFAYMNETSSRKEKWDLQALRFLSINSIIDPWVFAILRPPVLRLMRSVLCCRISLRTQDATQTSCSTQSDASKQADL
CHOP inhibitor = blocks CHOP induction under ER stress. CHO-K1 CHOP-promoter luciferase, tunicamycin-induced, 15-18 h. 220,000 tested, 3.8% active. inhibition, % at 10 µM. AID 2732;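 active = compounds that reduced the stress-induced luciferase reporter signal by more than about 70% of percent inhibition, limit read from the data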;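 note: 0% = tunicamycin plus vehicle and 100% = wells without tunicamycin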
TRPN1 ag = activates the zebrafish TRPN1 channel. 220,000 tested, 0.18% active. activation, % at 3 µM. HEK293 zebrafish TRPN1-YFP, Fluo-8 calcium fluorescence; 100% = response to 87 µM carbachol;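 active = activation above its plate's cutoff, the mean activation of test wells on that plate plus 3 SD, cut at about 19% in these data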;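 note: 0% = DMSO alone and 100% = 87 µM carbachol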
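Control set: carbachol 87 µM as high control, DMSO as low control; system: HEK293 stable line with zebrafish TRPN1-YFP; read-out: % activation versus carbachol response; detection: intracellular calcium fluorescence with Fluo-8; doses: single test compound dose, 3 µM nominal, 0.3% DMSO; schedule: dye 1 h 37 °C plus 30 min RT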
NPY-Y1 antag = blocks the human neuropeptide Y Y1 receptor; HEK293-CNG Y1 cells, membrane potential fluorescence; NPY at EC95, then isoproterenol; AID 1040; inhibition, % at 3.6 µM; 200,000 tested, 1% active;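 active = inhibition above the campaign mean inhibition of all tested compounds plus 3 SD, cut at about 20% in these data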;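 note: 0% = DMSO wells given NPY plus isoproterenol and 100% = isoproterenol alone without NPY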
Target sequence (P25929 whole entry, looked up): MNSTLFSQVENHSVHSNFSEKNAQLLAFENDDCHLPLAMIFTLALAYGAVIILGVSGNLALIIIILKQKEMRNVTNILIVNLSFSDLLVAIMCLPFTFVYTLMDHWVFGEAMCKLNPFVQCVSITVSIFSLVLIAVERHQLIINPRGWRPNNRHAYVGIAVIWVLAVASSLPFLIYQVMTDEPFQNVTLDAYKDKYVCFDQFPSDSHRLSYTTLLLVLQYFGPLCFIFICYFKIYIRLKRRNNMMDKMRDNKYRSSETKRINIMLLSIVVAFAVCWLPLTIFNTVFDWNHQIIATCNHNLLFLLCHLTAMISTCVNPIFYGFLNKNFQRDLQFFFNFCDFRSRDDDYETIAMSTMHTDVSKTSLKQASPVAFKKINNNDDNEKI
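Assay system: HEK293 cells with Y1 receptor plus CNG channel | Probe or stimulus: NPY (25 nM), isoproterenol (1 µM), Ro 20-1724 (25 µM) | Timing: Compound incubation 1 h at room temperature, readout 45 min post-stimulation | Measured by: Membrane-potential fluorescent dye readout | Benchmarks: High control isoproterenol alone, low control NPY with isoproterenol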
EP2 antag = EP2 receptor (human) inhibition; P43116; C6 glioma cells expressing human EP2, cAMP TR-FRET; cells stimulated with saturating PGE2; inhibition, % at 25 µM; 260,000 tested, 0.52% active; AID 1422;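 active = percent inhibition above 40 after rounding to a whole number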;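 note: rat C6 glioma host cells with rolipram phosphodiesterase inhibitor present; the protocol text gives 20 µM as final concentration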
NPY-Y1 PAM-ag = human NPY-Y1 potentiation or agonism, primary screen; P25929; NPY-Y1 expressing cells, potentiator/agonist activation; activation, % at 3.6 µM; 220,000 tested, 0.37% active; AID 1304; in the data active = activation above about 33%, passing the limit was not always enough;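 note: cells stimulated with NPY at EC10 then isoproterenol at EC100; 0% = low agonist plus stimulus and 100% = saturating agonist plus stimulus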
14-3-3 Bad PPI = disrupts binding of bovine 14-3-3 zeta to phospho-Bad peptide | P63103 | TR-FRET 14-3-3zeta/Dy647-pBad peptide displacement, 1 h | inhibition, % at 21.7 µM | 220,000 tested, 0.71% active | AID 781;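 active = inhibition above about 70%, limit read from the data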;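 note: 0% = full 14-3-3 plus peptide FRET controls and 100% = background without 14-3-3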
Target sequence (P63103 whole entry, looked up): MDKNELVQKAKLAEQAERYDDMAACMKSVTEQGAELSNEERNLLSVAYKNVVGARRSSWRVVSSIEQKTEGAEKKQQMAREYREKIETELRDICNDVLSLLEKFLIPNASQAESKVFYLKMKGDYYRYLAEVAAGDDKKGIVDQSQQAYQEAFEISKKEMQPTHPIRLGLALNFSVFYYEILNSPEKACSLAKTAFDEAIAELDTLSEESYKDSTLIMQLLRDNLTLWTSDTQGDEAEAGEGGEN
Starred values were filed as active, the others as inactive; / = not tested or not shown; [ ] = remark or other dose.

SMILES	PPC-1+TRAIL kill	TRPML3 ag	EP2 mod	CHOP inhibitor	TRPN1 ag	NPY-Y1 antag	EP2 antag	NPY-Y1 PAM-ag	14-3-3 Bad PPI
Cc1c(OC(C(=O)O)c2ccccc2)ccc2c(-c3ccccc3)cc(=O)oc12 (centres undefined)	16	0.2	2	9	-2.0	/	10	-9	1
CCn1ncc([N+](=O)[O-])c1C(=O)NC1CCCCC1	10	1.1	26	-3	0.2	4	16	0	-5
COc1cccc(CNCCc2c[nH]c3ccccc23)c1OCc1ccc(F)cc1	36	1.1	-5	54	2.2	6	15	-8	0
CCOC(=O)c1cccc(C(=O)Nc2nc3ccc(OC)cc3s2)n1	68*[5 µM]	0.4	-26	4	-1.8	0	3	-2	-10
CCC1CO/C(=C(\C(Cl)=C(Cl)Cl)[N+](=O)[O-])N1 (centres undefined)	-4	1.3	13	79*	0.0	1	4	-14	-15
FC(F)(F)c1cccc(NC(=S)Nc2ccc(Cl)cc2Cl)c1	25	0.3	-26	105*	0.6	5	-1	-10	-19
COc1ccc(C(=O)N2CCN(c3ccc(C)c(C)c3)CC2)cc1OC	-10	0.7	-1	1	0.4	-4	/	-7	-1
O=C1/C(=C/c2ccccc2)CCCc2ccccc21	-9	-0.5	15	89*	-1.7	-1	12	2	17
CCC(C)NC(=O)C1=C(C)C(=O)OC12CCC(C)CC2 (centres undefined)	-3	0.5	2	41	0.8	-1	15	-1	-9
Cc1cc(N2CCOCC2)cc(C)[n+]1[O-]	4	0.8	4	2	1.6	-5	4	11	7
COc1ccc(NC(=O)/C(C#N)=C/c2ccc(OCc3ccccc3F)cc2)cc1	24	-0.1	9	7	-0.8	4	5	-6	10
CC(=O)c1ccc(NS(=O)(=O)c2c(C)cc(C)cc2C)cc1	19	-0.4	-20	12	-0.8	-2	10	-4	10
CCCCn1c2c(c(=O)n(C)c1=O)C(c1ccc(OC)cc1)N1CCCCCC1=N2 (centres undefined)	5	-1.6	55	51	-1.9	0	4	-2	-9
CC(=O)C1=C(C)OC(N)=C(C#N)C1c1cccc2ccccc12 (centres undefined)	13	0.4	-14	2	-0.8	/	2	-6	3
CSC1=NC(=O)/C(=C\c2cccc3ccccc23)S1	5	0.9	-41	103*	-1.3	1	9	-2	0
N/C(=N\OC(=O)Cc1ccccc1[N+](=O)[O-])c1cccc(Br)c1	1	0.3	-33	7	1.2	3	3	12	-7
CCN(CCCNC(=O)c1ccc(N2CCCC2=O)cc1)c1cccc(C)c1	5	3.6	-38	29	10	-1	15	2	80*
CN(C)/C=N/c1ncc(C(=O)c2ccc(Cl)cc2)s1	6	0.5	-27	-26	0.0	-4	5	4	4
Cc1ccc(N(CC(=O)NCCc2ccc(F)cc2)S(=O)(=O)c2ccc(Cl)c([N+](=O)[O-])c2)c(C)c1	15	0.5	23	25	0.2	-8	10	68*	-16
COc1cccc(C2CCCN2Cc2nc(CCC(C)C)no2)c1 (centres undefined)	-12	-0.3	5	21	0.2	-3	3	-2	3
COc1ccc(CCNC(=O)C2CC3Cn4c(nc5ccccc54)C3N2C)cc1 (centres undefined)	-4	/	30	28	/	/	10	/	4
CC1(C)CC(=O)c2cc3c(nc2C1)CC(C)(C)CC3=O	3	0.7	-14	-15	-1.0	-3	9	-12	2
O=C(OCCN1CCOCC1)C(c1ccccc1)c1ccccc1	17	0.2	23	14	2.3	-1	3	-2	20[fluorescence artefact?]
Cc1sc2nc(CN3CCOCC3)nc(Cl)c2c1C	7	0.9	40	-5	-0.3	4	6	-5	-3[fluorescence artefact?]

Single values from the list:
For TRPN1 ag, CSC1=NC(=O)/C(=C\c2cccc3ccccc23)S1 has the entry -1.3
For TRPN1 ag, COc1cccc(C2CCCN2Cc2nc(CCC(C)C)no2)c1 (centres undefined) has the entry 0.2
For CHOP inhibitor, COc1ccc(CCNC(=O)C2CC3Cn4c(nc5ccccc54)C3N2C)cc1 (centres undefined) has the entry 28

A different layout for part of the listing above.
Order of values: PPC-1+TRAIL kill	TRPML3 ag	EP2 mod	CHOP inhibitor	TRPN1 ag	NPY-Y1 antag	EP2 antag	NPY-Y1 PAM-ag	14-3-3 Bad PPI
CN(C)/C=N/c1ncc(C(=O)c2ccc(Cl)cc2)s1
    6	0.5	-27	-26	0.0	-4	5	4	4
Cc1ccc(N(CC(=O)NCCc2ccc(F)cc2)S(=O)(=O)c2ccc(Cl)c([N+](=O)[O-])c2)c(C)c1
    15	0.5	23	25	0.2	-8	10	68*	-16
COc1cccc(C2CCCN2Cc2nc(CCC(C)C)no2)c1 (centres undefined)
    -12	-0.3	5	21	0.2	-3	3	-2	3
COc1ccc(CCNC(=O)C2CC3Cn4c(nc5ccccc54)C3N2C)cc1 (centres undefined)
    -4	/	30	28	/	/	10	/	4
CC1(C)CC(=O)c2cc3c(nc2C1)CC(C)(C)CC3=O
    3	0.7	-14	-15	-1.0	-3	9	-12	2

Next part:
SMILES	PPC-1+TRAIL kill	TRPML3 ag	EP2 mod	CHOP inhibitor	TRPN1 ag	NPY-Y1 antag	EP2 antag	NPY-Y1 PAM-ag	14-3-3 Bad PPI
O=C(N/N=C\c1ccc[nH]1)C1COc2ccccc2O1 (centres undefined)	-12	0.5	-2	-15	2.5	/	5	2	2
Cc1cccc(CSc2nc3[nH]ncc3c(=O)[nH]2)c1	16	1.3	14	6	2.0	8	5	-16	-10
CCC1CCCCN1C(=S)NC(=O)c1cc(S(=O)(=O)N2CCOCC2)ccc1C (centres undefined)	8	0.5	-5	6	0.4	/	5	-22	-12
O=[N+]([O-])c1ccc(Oc2ccc(/C=N/O)cc2)nc1	-3	-0.2	-29	7	-0.9	-5	1	0	6
O=S(=O)(c1cccc(C(F)(F)F)c1)N1CCN(C(=S)NC2CC2)CC1	-13	0.5	-3	56	0.4	-4	9	3	-19
CCCOc1ccc(C2C(C(=O)c3ccc(C)o3)=C(O)C(=O)N2CCN2CCOCC2)cc1OC (centres undefined)	7	0.5	9	3	0.0	2	9	-5	4
COc1ccc(C/C(N)=N/OC(=O)c2ccc(Cl)cc2)cc1	7	-0.7	-66	-6	0.0	0	4	-13	-12
CC(=O)Nc1cc(NC(C)=O)ncn1	-26	0.8	0	10	1.6	/	14	1	-3
COC(=O)c1c(C)noc1-c1snnc1C	5	2.4	17	16	0.7	/	12	10	-7
O=C(Nc1cccc2ccccc12)N1CCCN(c2c(Cl)cncc2Cl)CC1	-8	-0.4	-61	27	-0.2	/	41*	30	-5
COc1c(Br)cc([N+](=O)[O-])c(OC)c1C(=O)NC(=O)Nc1cc(Cl)cc(Cl)c1	7	0.4	-41	23	1.1	/	14	38	1
Cc1ccc2nc3cc([N+](=O)[O-])cc([N+](=O)[O-])c3cc2c1	/	1.6	-68	95*	0.1	-2	7	5	-10

Arranged by the number under NPY-Y1 antag (largest number first): some entries from above.
Molecule,NPY-Y1 antag
Cc1cccc(CSc2nc3[nH]ncc3c(=O)[nH]2)c1,8
CCCOc1ccc(C2C(C(=O)c3ccc(C)o3)=C(O)C(=O)N2CCN2CCOCC2)cc1OC (centres undefined),2
O=[N+]([O-])c1ccc(Oc2ccc(/C=N/O)cc2)nc1,-5

Next part
SMILES	PPC-1+TRAIL kill	TRPML3 ag	EP2 mod	CHOP inhibitor	TRPN1 ag	NPY-Y1 antag	EP2 antag	NPY-Y1 PAM-ag	14-3-3 Bad PPI
Cc1cc(C)nc(N2CCC(C(=O)NNC(=O)c3ccc(Cl)cc3)CC2)n1	-20	-0.1	18	14	1.5	/	5	-5	-1
CCOc1ccc(NC(=O)c2nsc(Cl)c2Cl)cc1	13	-1.0	-4	-2	-0.8	3	11	-16	-6
CCCNC(=O)Cn1c(=O)n(C)c2ccccc21	7	0.6	0	-20	0.6	/	4	-22	0
CCOC(=O)C1(Cc2ccccc2)CCN(Cc2cn(CC(=O)OC)c3ccccc23)CC1	-13	-0.5	-47	10	1.4	13	6	-22	-8
CC1CC(C)CN(c2cc3c(cc2[N+](=O)[O-])C(=O)N(c2ccccc2)C3=O)C1 (centres undefined)	8	0.1	-2	49	0.5	1	4	5	7
COC(=O)Cc1n[nH]c(=O)c2ccccc12	22	-0.1	32	13	-0.3	11	-11	5	-1
COc1ccc(C(O)C(CC(=O)NCCCOC(C)C)C(=O)NCCCOC(C)C)cc1OC (centres undefined)	0	0.8	12	5	0.4	1	2	16	5
Cc1cc([N+](=O)[O-])ccc1NCc1ccc2ccccc2c1	12	0.6	-28	30	0.1	0	0	-12	3
O=C(NCCN1CCOCC1)c1ccc2c(c1)N(Cc1c(F)cccc1Cl)C(=O)c1ccccc1S2	-1	0.9	-24	44	3.6	-2	3	34	1
COC(=O)c1ccc2c(=O)[nH]c(CSc3nnc(C(F)(F)F)n3C)nc2c1	16	0.5	-8	-12	0.0	-3	5	25	23
CCCNC(=O)Nc1ccc(C(F)(F)F)cc1	-12	0.5	-7	11	1.9	1	10	10	-1
O=c1c(Cc2c(F)cccc2Cl)c(O)ccn1CCc1ccccn1	-2	0.4	27	4	-1.3	3	7	7	-24
Cc1ccc(CN2C(=NC(=O)CCC(=O)O)SC3CS(=O)(=O)CC32)cc1 (centres undefined)	-11	0.5	8	15	1.5	/	5	7	-3
O=C(CCN1C(=O)C2C3C=CC(C3)C2C1=O)Nc1ccc2ncccc2c1 (centres undefined)	45	0.7	-7	23	1.3	1	13	-30	-5
S=c1[nH]nc(NCCc2ccccc2)s1	-48	0.2	19	26	0.1	11	9	-11	-4
CC(C)(C)c1cc(CCC(=O)NNC(=O)c2ccco2)cc(C(C)(C)C)c1O	0	-0.5	29	-13	-0.1	0	7	-6	11[fluorescence artefact?]
COc1ccc(CCn2c(C(C)C)nc3c(c(=O)c4ccccc4n3C)c2=O)cc1	29	0.2	6	65	-2.0	-5	9	-21	2
CCOc1cc(CNCCO)c(Cl)cc1OCC(=O)NCCc1ccccc1	19	0.7	22	7	0.3	-8	8	-26	0
COc1ccc(NC(=S)Nc2ccccc2F)c(OC)c1	5	1.0	-54	18	-0.3	-2	13	-1	-10
CC1(C)CC2CC(C)(CN2/C=C2/CCCCC2=O)C1 (centres undefined)	9	1.1	7	7	2.4	/	8	8	-3
CCCCn1c(SCC(N)=O)nc2ccc(N3CCOCC3)cc2c1=O	-4	-0.1	-15	36	1.0	2	21	-17	0

These rows are one share of the data; the hit share may differ from the screen's.
